Screening results (PubChem BioAssay)
OX1R antag-1: antagonists of human orexin 1 receptor (OX1R). AID 485270. O43613. OX1R-expressing cells, FRET antagonist read-out. inhibition, % at 6.6 µM. hit rate 1.8% among 330,000; in the data active = inhibition mostly above about 38%, no sharp cut-off; inactive = mostly below about 40%;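 also: 0% = agonist challenge alone and 100% = reference antagonist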
Target sequence (O43613 whole entry, looked up): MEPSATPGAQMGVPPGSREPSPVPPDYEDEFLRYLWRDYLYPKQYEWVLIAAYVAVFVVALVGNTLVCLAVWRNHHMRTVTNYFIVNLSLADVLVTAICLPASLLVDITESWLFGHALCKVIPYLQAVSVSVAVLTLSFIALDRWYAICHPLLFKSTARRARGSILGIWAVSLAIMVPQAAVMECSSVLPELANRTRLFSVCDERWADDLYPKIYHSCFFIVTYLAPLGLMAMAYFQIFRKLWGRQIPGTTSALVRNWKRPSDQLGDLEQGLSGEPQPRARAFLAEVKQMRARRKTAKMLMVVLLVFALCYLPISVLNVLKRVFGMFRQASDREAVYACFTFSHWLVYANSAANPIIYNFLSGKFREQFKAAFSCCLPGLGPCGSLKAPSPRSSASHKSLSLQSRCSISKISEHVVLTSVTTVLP
OX1R antag-2: blocks the human orexin 1 receptor; hit rate 0.43% among 330,000; AID 434989; inhibition, % at 5 µM; CHO/OX1R cells, Fluo-8 calcium fluorescence, orexin A; O43613;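 active = inhibition above its plate's threshold, mean inhibition of all tested compounds on the plate plus 3 SD, cut at about 37% in these data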;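 also: 0% = orexin A challenge wells and 100% = SB-334867-A antagonist wells; not every result past the cut was called active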
STK33 inh: human STK33 kinase inhibition; Q9BYT3; purified STK33, MBP phosphorylation, ADP-Glo luminescence; inhibition, % at 10 µM; hit rate 0.073% among 320,000;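 active = inhibition at or above 25%, using the most active replicate where run in duplicate; inactive = inhibition below 25%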
Target sequence (Q9BYT3 whole entry, looked up): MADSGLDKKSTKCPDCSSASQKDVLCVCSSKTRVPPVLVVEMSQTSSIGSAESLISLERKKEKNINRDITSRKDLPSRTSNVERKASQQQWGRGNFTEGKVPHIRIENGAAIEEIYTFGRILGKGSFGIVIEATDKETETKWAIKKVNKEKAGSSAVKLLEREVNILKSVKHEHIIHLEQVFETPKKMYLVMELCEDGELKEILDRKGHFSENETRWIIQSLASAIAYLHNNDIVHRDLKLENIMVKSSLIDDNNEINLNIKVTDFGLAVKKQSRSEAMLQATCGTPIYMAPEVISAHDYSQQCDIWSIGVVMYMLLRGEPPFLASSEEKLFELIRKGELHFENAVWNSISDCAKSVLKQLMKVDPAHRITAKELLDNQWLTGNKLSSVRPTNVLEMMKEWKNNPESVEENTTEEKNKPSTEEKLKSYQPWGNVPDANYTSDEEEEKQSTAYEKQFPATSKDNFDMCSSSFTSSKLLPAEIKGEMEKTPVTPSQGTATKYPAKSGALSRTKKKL
* marks the source's active call; other numbers are inactive results; nt = not tested or not shown. Outcome played no part in choosing rows, and some 2.2% of all compounds hit somewhere here.

Value order: OX1R antag-1, OX1R antag-2, STK33 inh
O=CN1CCN(S(=O)(=O)c2ccc(Cl)c(C(=O)O)c2)CC1
    21.6, -0.1, -0.4
CCC1(c2ccccc2)NC(=O)N(CC(=O)NNC(=O)CCN2CCN(c3ccccc3)CC2)C1=O (stereo not drawn)
    20.8, -1.0, 0.0
C=CCc1cccc2cc(C(=O)N3CCN(c4ccccn4)CC3)c(=O)oc12
    46.5, -23.5, -0.4
O=C(N/N=C/c1ccco1)c1csc2c1CCCC2
    6.8, -10.8, -1.6
NC(=O)c1ccc(NC(=O)CCc2nc3ccccc3s2)cc1
    14.8, -9.2, -0.5
COc1ccc(S(=O)(=O)n2cnc3ccccc32)cc1OC
    3.0, -3.6, -1.9
CCOc1ccccc1NC(=O)COC(=O)C(Cc1ccccc1)NC(=O)c1ccco1 (stereo not drawn)
    6.4, -16.9, 0.2
O=C(Nc1ccc(F)cc1F)Nc1ccc(F)cc1F
    14.9, -23.7, -0.3
CC(NC(=O)/C=C/c1ccc(Br)cc1)c1ccc(Cl)cc1 (stereo not drawn)
    25.1, -30.7, 3.7
Nc1ncccc1OCc1cccc(C(F)(F)F)c1
    24.8, 4.7, nt
O=[N+]([O-])c1nn(-c2ccc3c(c2)OCCO3)n(O)c1=NC1CCCCCC1
    11.7, -23.9, -0.1
O=C(CN1C(=O)NC2(CCCCC2)C1=O)N1CCN(S(=O)(=O)c2cccc([N+](=O)[O-])c2)CC1
    13.3, -2.0, -3.1
Cc1cccc(NC(=O)NNC(=O)c2ccc(C)c([N+](=O)[O-])c2)c1
    6.7, -5.0, -0.5
COc1ccc(NS(=O)(=O)c2cc(NC(=O)CCNC(C)=O)ccc2N2CCOCC2)cc1
    12.7, -11.5, 0.0
O=S(=O)(Nc1cc(F)ccc1F)c1cccc2nonc12
    7.2, -34.8, -1.9
Cc1nccn1CCc1n[nH]c(=S)n1Cc1ccccc1
    -0.3, -10.3, -1.8
COc1cccc(-c2c(-c3cc(OC)cc(OC)c3)n(C)c3ccc(-c4cnc(OC)nc4)cc23)c1
    5.2, -14.3, -0.1
c1ccc(CSc2ccc3nnc(-c4ccccn4)n3n2)cc1
    10.5, 5.0, -1.7
O=C(CN(CC1CCCO1)C(=O)CNS(=O)(=O)c1ccccc1)NCc1ccco1 (stereo not drawn)
    23.0, -2.8, -0.3
N#C/C(=C\c1cc(Br)ccc1F)C(=O)NC1CC1
    5.6, -1.5, 0.2
CNC(=S)N(CCc1c(C)[nH]c2ccccc12)Cc1cc(OC)c(OC)c(OC)c1
    40.2, -3.4, 1.5
COc1ccc2cc(C(=O)C3CCCN(C(=O)c4csnn4)C3)ccc2c1 (stereo not drawn)
    8.4, -29.1, -0.2
O=C(NCc1ccccn1)Nc1ccc(Cl)cc1
    4.2, 21.8, -1.4
CC(C)c1ccc(N2CCN(C(=O)c3ccccc3NC(=O)/C=C\C(=O)O)CC2)cc1
    33.0, 24.6, -0.7
O=C(C1CCN(Cc2ccc(F)cc2)CC1)N1CCN(C/C=C/c2ccccc2)CC1
    7.1, -7.4, -0.7
CN1C(=O)N(c2cccc3ccccc23)C(n2cncn2)C1(C)C (stereo not drawn)
    10.6, -7.2, -2.2
Cc1ccc2c(c1)nnn2C1CCN(CC(=O)N2CCN(c3ccc(F)cc3)CC2)CC1
    24.4, -20.2, -0.3
N#C/C(C(=O)NCc1ccco1)=C1/SC(Cc2ccc(F)cc2)C(=O)N1c1ccccc1 (stereo not drawn)
    18.6, -23.9, 1.2
Cc1nc(N)c(C#N)c(-c2ccccc2Cl)c1C
    2.2, -39.5, -0.1
COc1ccccc1CCNC(=O)C(=O)NCC1OCCN1S(=O)(=O)c1ccc(Cl)cc1 (stereo not drawn)
    12.0, -41.8, 0.0
Cc1cc(C)c2cc(C#N)c(SCC(=O)NCc3ccco3)nc2c1
    32.0, -25.3, -0.4
CC12CCC(C(=O)NCc3ccc4c(c3)OCO4)(OC1=O)C2(C)C (stereo not drawn)
    10.9, -21.9, -0.5
CCCC[C@@H]1C[C@H]1[C@@H](NC(=O)c1ccco1)c1ccc(C(=O)OC)cc1
    35.6, -15.2, 1.0
Cc1cc(C(=O)NCC(C)C)c2ccccc2n1
    14.7, -19.0, -0.9
CCOC(=O)N1CCN(S(=O)(=O)c2ccc(C(=O)NNc3nc4cc(C)cc(C)c4s3)cc2)CC1
    -4.8, -8.7, -1.0
C=C(C)CC(Nc1ccc(OC)cc1)c1ccco1 (stereo not drawn)
    18.2, -24.1, -1.0
Cc1ccc(NC(=O)C(=O)NCCCN2CC(C(=O)O)CC2=O)cc1 (stereo not drawn)
    20.2, 0.8, -1.6
COc1ccc2cc(CN(CC3CCCO3)C(=S)Nc3ccccc3)c(=O)[nH]c2c1 (stereo not drawn)
    5.8, 0.5, 2.5
CC1CN(C(=O)CSc2nnc(NC(=O)NC(C)(C)C)s2)CC(C)O1 (stereo not drawn)
    10.9, -18.0, -0.3
CC(=O)Nc1cccc(OCC(=O)Nc2sccc2C(N)=O)c1
    15.2, -3.0, -0.2

Looked up above.
OX1R antag-2, COc1ccc2cc(CN(CC3CCCO3)C(=S)Nc3ccccc3)c(=O)[nH]c2c1 (stereo not drawn) reads 0.5
OX1R antag-1, Cc1cc(C)c2cc(C#N)c(SCC(=O)NCc3ccco3)nc2c1 reads 32.0
OX1R antag-1, C=C(C)CC(Nc1ccc(OC)cc1)c1ccco1 (stereo not drawn) reads 18.2
OX1R antag-2, CC1CN(C(=O)CSc2nnc(NC(=O)NC(C)(C)C)s2)CC(C)O1 (stereo not drawn) reads -18.0

Following part
Value order: OX1R antag-1, OX1R antag-2, STK33 inh
Cc1ccc(C)c(N(C)C(=O)c2cc3c(=O)[nH]c4ccc(C)cc4c3s2)c1
    8.2, -29.8, -1.6
CC(NC(=O)COC(=O)c1cccs1)c1ccccc1 (stereo not drawn)
    9.6, 0.7, -0.6
O=C(NNC(=O)c1ccc(Oc2ccc(C3SCCS3)cc2)o1)c1ccc(Cl)cc1
    29.2, -19.4, -1.9
CCCCn1c(SCC(=O)c2ccc(O)c(O)c2)nc2ccsc2c1=O
    25.1, -10.3, -1.3
CCCC(C)c1nnc(NC(=O)CS(=O)(=O)Cc2ccccc2)s1 (stereo not drawn)
    4.1, -18.4, -0.7
Cc1cccc(C(=O)N2CCC(=O)N(C(COCc3cccc(C(F)(F)F)c3)Cc3ccccc3)CC2)c1 (stereo not drawn)
    5.2, -53.6, 0.6
CCn1c(/N=C/c2c[nH]c3ccccc23)nc2ccccc21
    16.3, -8.0, -0.1
CN(C(=O)COC(=O)CNC(=O)c1cccs1)c1c(N)n(Cc2ccccc2)c(=O)[nH]c1=O
    -1.1, -16.0, -0.6
COC(=O)Nc1ccc(S(=O)(=O)N2CCC(C)CC2)cc1
    11.7, 1.1, -1.6
CC(C)CCC(O)(CCC(C)C)C(=O)NN1CCCCC1
    18.6, -8.1, -1.4
O=C(O)Cc1ccc(NC(=S)NCc2ccco2)cc1
    12.6, 4.2, 0.2
Cc1cc(C)c2c(c1)OC(=O)CC2c1ccccc1C (stereo not drawn)
    20.0, -15.8, nt
COC(CNC(=O)c1ccc2c(c1)ncn2C1CCCCCC1)OC
    2.2, -9.9, 1.4
O=C(CCCN=C1NS(=O)(=O)c2ccccc21)OCc1ccc(F)cc1
    15.9, -4.7, 0.0
CC(=O)N1CCN(S(=O)(=O)c2cccc(C(=O)N(Cc3ccccc3)c3cccc(C)c3)c2)CC1
    2.2, -9.5, -0.6
CCCN(CC(=O)Nc1ccc(F)c(F)c1F)C(=O)c1ccc2c(=O)n3c(nc2c1)CCC3
    22.1, -5.6, -1.3
COc1ccccc1CNC(=O)C1CCC(CNS(=O)(=O)c2ccc(C)cc2)CC1 (stereo not drawn)
    0.1, -12.3, -1.9
Cc1cc([N+](=O)[O-])nn1CC(=O)N/N=C/c1ccccc1Br
    22.9, -24.4, -0.4
Cc1cc(Br)ccc1NC(=O)CNC(=O)c1ccc(-n2cncn2)c([N+](=O)[O-])c1
    14.6, -14.1, -0.6
O=C(c1ccc(Cl)c(S(=O)(=O)N2CCCCC2)c1)N1CCCCC1
    13.6, -14.7, -4.8
CCN(CC)CCN(C(=O)c1ccc2ccccc2c1)c1nc2ccc(F)cc2s1
    14.9, -24.8, 1.2
CC(=O)N[C@@H](Cc1ccc(O)cc1)CN1C(N)=NC[C@@H]1CC(C)C
    23.2, -1.2, -1.3
COC(=O)C1CCN(C2CC(=O)N(c3cc(C)cc(C)c3)C2=O)CC1 (stereo not drawn)
    10.1, -7.3, -0.7
CC(C)(C)CN1CCN(CCCc2ccccc2)C(CCO)C1 (stereo not drawn)
    0.4, -17.4, -2.5
CCOc1ccc(CCNC(=O)c2cc(S(=O)(=O)N3CCOCC3)ccc2C)cc1OCC
    19.1, -46.5, -0.9
O=C(Nc1ccc(Oc2ccccc2)cc1)C1CCCN(c2ncccn2)C1 (stereo not drawn)
    5.7, -9.3, -2.3
CCOC(=O)CCC(=O)N(CCN(C(=O)CCC(=O)OCC)c1ccccc1)c1ccccc1
    16.7, -18.4, 0.1
COC(=O)c1cc(S(=O)(=O)NCc2ccc(S(N)(=O)=O)cc2)oc1C
    11.6, -1.9, -1.5
CC1CCN(S(=O)(=O)c2cn(CC(=O)N3CC(C)CC(C)C3)c(=O)c3ccccc23)CC1 (stereo not drawn)
    18.1, 1.4, -1.8
COc1ccc(S(=O)(=O)Nc2cc(C(=O)NCCC(C)C)ccc2N2CCOCC2)cc1
    16.7, -23.8, 1.0
CN1c2ccccc2C(C)(C)C12CC(c1ccc(Cl)c(S(=O)(=O)N3CCCC3)c1)=NO2 (stereo not drawn)
    13.9, -9.8, -0.9
NS(=O)(=O)c1ccc(NC(=O)/C=C/c2ccccc2Cl)cc1
    -0.9, -8.2, 0.6
CN1CCC(=NNC(=O)C(=O)Nc2ccccc2)CC1
    13.0, 2.5, -2.3
CC(C)Nc1ncnc2ccc(Br)cc12
    24.9, 19.0, 23.2
O=C(O)c1cccc(NS(=O)(=O)c2ccc(Cl)c(C(=O)O)c2)c1
    3.5, 0.2, -1.1
CNC(=O)c1ccsc1NC(=O)c1ccc(S(=O)(=O)N2CCOCC2)cc1
    15.4, 3.0, -0.5
Cc1ccc(CSc2nnc(NC(=O)C3=COCCO3)s2)cc1
    2.9, -7.6, -1.8
O=C(COC(=O)c1ccc(O)cc1O)Nc1ccc2c(c1)OCCO2
    3.5, -10.6, 0.1
CCc1nnc(NC(=O)CSc2nnc3ncccn23)s1
    6.5, -16.9, -1.7
CCCCNC(=O)N(O)C1N(/N=C/c2ccccc2OC)C(=S)SC1(C)C (stereo not drawn)
    3.0, -14.2, -0.4

Ordered by SMILES length (high to low): 3 of the compounds above.
Value order: OX1R antag-1, OX1R antag-2, STK33 inh
CNC(=O)c1ccsc1NC(=O)c1ccc(S(=O)(=O)N2CCOCC2)cc1
    15.4, 3.0, -0.5
NS(=O)(=O)c1ccc(NC(=O)/C=C/c2ccccc2Cl)cc1
    -0.9, -8.2, 0.6
CC(C)Nc1ncnc2ccc(Br)cc12
    24.9, 19.0, 23.2

Further structures follow.
Value order: OX1R antag-1, OX1R antag-2, STK33 inh
Cc1cc[n+](CC(=O)c2ccc3c(c2)OCCO3)cc1
    9.4, 4.8, -1.5
CC1CC(C)CN(C(=O)C2CCCN(S(=O)(=O)c3cnc[nH]3)C2)C1 (stereo not drawn)
    8.1, -12.7, 0.9
COc1ccccc1OCCNC(=O)C1CCCCC1
    3.8, -19.7, -0.3
O=C(O)c1cccc(CSc2ncccn2)c1
    14.3, -6.0, -1.9
Cc1cc(C)cc(NC(=O)N2CCCC2C(=O)Nc2ccc(-n3cnnn3)c(C)c2)c1 (stereo not drawn)
    15.8, -22.9, -3.2
CC(=O)Nc1ccc(-c2c(C)cc3oc(=O)cc(-c4ccccc4)c3c2C)cc1
    24.6, -1.7, nt
COc1cc2c(cc1OC)C(COc1ccc(F)cc1)NCC2 (stereo not drawn)
    8.0, -42.8, -1.7
CC(=O)c1c(OC(=O)c2ccccc2)c2ccccc2n1C
    11.4, -15.6, -1.2
O=c1[nH]c2ccccc2nc1C(Nc1ccccc1)c1ccccc1 (stereo not drawn)
    6.2, -34.3, 0.2
CCCc1ccc(OCCNC(=O)CC)cc1
    3.5, -19.0, -1.2

The list goes on; the last 2 above are carried over.
Value order: OX1R antag-1, OX1R antag-2, STK33 inh
O=c1[nH]c2ccccc2nc1C(Nc1ccccc1)c1ccccc1 (stereo not drawn)
    6.2, -34.3, 0.2
CCCc1ccc(OCCNC(=O)CC)cc1
    3.5, -19.0, -1.2
O=C(NC1CCCCC1)c1ccc(OC2CCN(Cc3ccccn3)CC2)cc1
    23.7, -7.8, -1.8
COc1ccc(C(=O)Nc2ccc(S(=O)(=O)Nc3nccc(C)n3)cc2)cc1[N+](=O)[O-]
    13.0, -16.4, -1.7
O=C(Nc1ccccc1Cl)C1CCCN(S(=O)(=O)c2cccc3cccnc23)C1 (stereo not drawn)
    41.9, -25.9, -0.2
Cc1ccc(CNC(=O)C(=O)NCC2OCCN2S(=O)(=O)c2ccc3c(c2)OCCO3)cc1 (stereo not drawn)
    -1.4, -5.0, 0.0
COC(=O)CCCC(=O)N1CCC(CCC(=O)NC2CC2)CC1
    -7.1, -13.7, -0.9
COc1ccc(N2CCN(CC(=O)Nc3c(C)cc(C)cc3C)CC2)cc1
    16.1, -12.5, -0.6
O=C(/C=C/c1ncc(C(F)(F)F)cc1Cl)OCc1ccccc1
    2.9, -5.9, -0.8
O=C1COc2cccnc2N1
    10.4, -4.5, -0.3
CCOC(=O)N1CCN(C(=O)C2CCN(Cc3cccc(OCc4ccccc4)c3)CC2)CC1
    7.9, -20.8, 0.5
Cc1ccc(-c2nc3ccccc3c(=O)n2O)cc1
    4.0, 2.0, -0.4
